CSN deneddyl inh – inhibitors of CSN-mediated cullin deneddylation, primary screen, biochemical, fluorescence polarization, uHTS | COP9 signalosome complex subunit 5 (Homo sapiens), Q92905 | Purified CSN, SCF-Nedd8-OG deneddylation | inhibition, % at 12.5 µM | actives 0.38% (n = 360,000);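 active means pattern-corrected inhibition above about 35%, with an unprinted fluorescence ratio check between 0.5 and 1.5, limit read from the data, passing the limit was not always enough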;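 further: 0% = enzyme with substrate and 100% = substrate without enzyme; some results filed as inactive read as strong as hits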
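assay system = purified human Csn5 enzyme expressed in HEK293T cells | amount = 0.24 nM enzyme | buffer or medium = Tris/NaCl/DTT buffer, pH 7.5 | reagent = 10 nM SCFSkp2-Nedd8OG | compound = one concentration, 12.5 µM, 0.25% DMSO | times = 90 min reaction at room temperature | signal = FP | read-out basis = % inhibition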
MLLE-PAM2 inh – inhibitors of PABP1 MLLE–PAM2 peptide binding, primary screen, biochemical, fluorescence polarization, FITC-PAM2, GST-MLLE | Polyadenylate-binding protein 1 (Homo sapiens), P11940 | inhibition, % at 20 µM | actives 0.36% (n = 360,000) | AID 588489, 2011; in the data active means inhibition above about 35%, passing the limit was not always enough;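 further: plate controls were DMSO wells with GST-MLLE for no effect and wells lacking GST-MLLE protein for full effect; some results filed as inactive read as strong as hits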
Rpn11 block – Rpn11 (PSMD14) deubiquitinase inhibitors, primary screen, biochemical, fluorescence polarization, uHTS; human 26S proteasome, Ub4-pepOG fluorescence polarization; 20S core pre-blocked with epoxomicin; AID 588493, 2011; actives 0.59% (n = 360,000); calls only at 20 µM;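 active means inhibition at 20 µM, scaled to each plate's controls, above about 33%, limit read from the data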
MT1-MMP act inh – blockers of MT1-MMP proenzyme processing, primary screen, HT1080 RFP-PRO-GFP cells, GFP/RFP fluorescence; AID 651647, 2012; actives 0.061% (n = 360,000); GFP/RFP ratio change, % at 20 µM; GFP/RFP ratio fluorescence, overnight; percent of plate control window, DMSO zero;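 active means GFP/RFP ratio change of at least 30% with cell ATP level not reduced by more than half and red fluorescence within 50% of control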; further: strong numbers were not always called active
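Read-out: GFP/RFP fluorescence ratio; Test system: RFP-PRO-GFP reporter HT1080 cells; Compound dosing: single-point 20 µM compound, 1% DMSO; Times: overnight compound exposure at 37 °C.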
SKN-1 block – suppressors of acrylamide-induced Pgst-4::GFP reporter in worms, primary screen, SKN-1 inhibitor project, whole organism, uHTS, GFP/RFP fluorescence ratio, strain VP596 | C. elegans VP596 Pgst-4::GFP/RFP ratio, 24 h | inhibition, % at 21.8 µM | actives 0.49% (n = 360,000);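 active means interference check ratio from 0.5 to 1.5 plus GFP to RFP signal ratio inhibition reaching or exceeding a fixed threshold, cut at about 30% in these data, passing the limit was not always enough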; further: some compounds called inactive have numbers as strong as hits
Rin1 Abl inh – inhibitors of Rin1-Abl protein binding, primary screen, biochemical, TR-FRET; Tyrosine-protein kinase ABL1 (Homo sapiens) + Ras and Rab interactor 1 (Homo sapiens), …; inhibition, % at 7.35 µM; actives 0.4% (n = 360,000); in the data active means inhibition above about 5%, passing the limit was not always enough
Neddyl block – inhibitors of cullin neddylation, primary screen, biochemical, TR-FRET, uHTS, NAE and Ubc12; calls only at 25 µM; actives 0.58% (n = 360,000); AID 651699, 2012; in the data active means inhibition above about 36%
Target sequence (P61081 whole entry, looked up): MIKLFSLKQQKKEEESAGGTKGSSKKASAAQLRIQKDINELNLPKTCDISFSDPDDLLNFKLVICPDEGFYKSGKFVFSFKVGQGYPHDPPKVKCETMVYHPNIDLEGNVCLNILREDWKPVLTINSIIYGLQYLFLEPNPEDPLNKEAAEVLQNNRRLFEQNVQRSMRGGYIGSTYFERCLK
Target sequence (Q13564 whole entry, looked up): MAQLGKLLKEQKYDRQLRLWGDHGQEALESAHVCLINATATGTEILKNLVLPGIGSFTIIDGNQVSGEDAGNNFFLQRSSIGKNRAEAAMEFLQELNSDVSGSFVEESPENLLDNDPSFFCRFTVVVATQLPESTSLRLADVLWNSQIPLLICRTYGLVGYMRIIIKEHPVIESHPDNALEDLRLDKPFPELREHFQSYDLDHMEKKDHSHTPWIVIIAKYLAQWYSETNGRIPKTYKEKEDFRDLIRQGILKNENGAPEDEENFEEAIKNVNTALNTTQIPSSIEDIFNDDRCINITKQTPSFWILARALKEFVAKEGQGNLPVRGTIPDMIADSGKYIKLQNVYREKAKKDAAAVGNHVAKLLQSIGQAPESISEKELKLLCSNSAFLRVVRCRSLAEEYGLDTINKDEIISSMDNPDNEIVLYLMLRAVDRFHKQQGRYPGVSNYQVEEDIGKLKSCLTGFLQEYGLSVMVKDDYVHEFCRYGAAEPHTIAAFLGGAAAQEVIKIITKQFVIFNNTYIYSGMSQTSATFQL
FAS TE block – FAS thioesterase domain inhibitors, primary screen, biochemical, fluorescence intensity, uHTS. Fatty acid synthase (Homo sapiens), P49327. recombinant FAS-TE, OMFH fluorogenic substrate, fluorescence endpoint. inhibition, % at 15 µM. actives 0.67% (n = 360,000). AID 602261, 2012;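 active means compounds whose normalised, plate-corrected inhibition of enzyme fluorescence in the single-dose primary screen is 50% or more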;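 further: 0% = DMSO with enzyme and 100% = substrate without enzyme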
NadD inh – inhibitors of S. aureus NadD, primary screen, biochemical, colorimetric, uHTS; purified NadD enzyme, colorimetric absorbance read-out; inhibition, % at 20 µM; actives 0.78% (n = 360,000); in the data active means inhibition above about 26%; further: some compounds past the cut are filed as inactive
Numbers without * were called inactive; i = inactive; nt = no result given; + = active, no number; & = joins results of further samples.

SMILES	CSN deneddyl inh	MLLE-PAM2 inh	Rpn11 block	MT1-MMP act inh	SKN-1 block	Rin1 Abl inh	Neddyl block	FAS TE block	NadD inh
COC(=O)c1nc(NNC(=O)c2ccccc2)sc1-c1ccccc1	-1	-101	i	3	10	3	i	-42	-1
OC(C#CCN1CCCCC1)(c1ccccc1)c1ccccc1	5	1	i	-1	16	-1	i	-1	-4
Cc1c(NC(=O)CSc2nc3ccccc3s2)c(=O)n(-c2ccccc2)n1C	-5	17	i	4	-9	2	i	-7	-1
Cc1ccc(C2=C(O)C(=O)C(c3ccc(C)cc3)=C(O)C2=O)cc1	-7	8	i	-3	-19	2	i	27	-1
COC(=O)c1cccc(C(=O)Nc2ccc(C)cc2Br)n1	0	6	i	-4	4	1	i	15	-15
CC(=O)OCC1=C(C(=O)O)N2C(=O)C(NC(=O)CC(C)c3ccccc3)C2SC1 (stereo unspecified)	5	19	i	-4	1	1	i	-3	-4
CN1CCN(CCCNC(=O)c2ccc(/C=C3\Sc4ccccc4N(Cc4ccc(F)cc4)C3=O)cc2)CC1	5	6	i	-13	-5	-1	i	6	-4
C[C@@H](C(=O)OCC(=O)NCCc1ccc(S(N)(=O)=O)cc1)N1C(=O)C2CCCCC2C1=O (stereo partly specified)	-5	-28	i	-3	-3	1	i	0	1
CCOC(=O)C1CCN(C(c2ccc(OC)c(OC)c2)c2sc3nc(C)nn3c2O)CC1 (stereo unspecified)	-6	-9	i	2	0	-1	i	-8	8
Cc1ccccc1CN1CCN(C(=O)CC(C)C)CC1	0	-10	i	-2	-6	4	i	-4	2
CC1CCCCC12NC(=O)N(CC(=O)Nc1ccc(Cl)c(S(=O)(=O)N3CCOCC3)c1)C2=O (stereo unspecified)	-4	-8	i	1	8	-1	i	2	-5
O=C(O)CCc1ccccc1OC(=O)c1ccccc1	0	11	i	-2	2	-2	i	-5	-4
Brc1ccc(C2=NC(Cc3ccccc3)CO2)cc1 (stereo unspecified)	0	2	i	2	5	1	i	-5	-6
CCOC(=O)c1cccc(NC(=O)N[C@@H](C)C(=O)OC)c1	-1	6	i	nt	-5	1	i	-11	-21
CCN(CC)CCNC(=O)c1ccc(NC(=O)c2cccc(-n3cnnn3)c2)cc1	0	-2	i	0	-9	1	i	-3	-2
Cc1[nH]c2ccccc2c1CCN(Cc1cccnc1)C(=S)NC(C)(C)C	1	-56	i	-1	10	-1	i	8	-3
COCCNc1nc(NCc2ccccc2OC)c2sccc2n1	6	6	i	8	1	-2	i	0	-12
COC(=O)c1ccc(C2c3c(oc4ccc(F)cc4c3=O)C(=O)N2CCO)cc1 (stereo unspecified)	0	-5	i	3	13	-1	i	29	-4
Cc1nn(C(C)C(=O)N2CCOCC2)c(C)c1[N+](=O)[O-] (stereo unspecified)	3	20	i	3	12	-2	i	-9	3
O=C(c1ccc2nccnc2c1)N1CCN(c2ccccc2)CC1	-3	-9	i	-1	8	0	i	-2	-3
CCOC(=O)c1ccc(N(CC(=O)NCC2CCCO2)C(=O)CCC(=O)Nc2cc(C)on2)cc1 (stereo unspecified)	-3	8	i	0	-3	0	i	-2	-12
CCOC(CNC(=O)CN1C(=O)COc2ccc(S(=O)(=O)N3CCOCC3)cc21)OCC	0	-6	i	3	20	2	i	-3	2
Cc1ccc(-n2ncc3c2ncn2c(C)nnc32)cc1C	2	-1	i	0	11	-1	i	-3	-4
CCc1n(CC(O)COC2CCCCC2)c2ccccc2[n+]1C (stereo unspecified)	-5	-94	i	-4	5	0	i	-6	11
CCOC(=O)[C@@H]1[C@H]2COc3cc(OC)ccc3[C@@H]2N2C(=O)N(c3ccc(Cl)cc3)C(=O)[C@@]12C	-9	-2	i	-2	1	4	i	20	-16
O=C(NC(=S)Nc1ccccc1O)c1cncc(Br)c1	12	9	+	-19	-11	0	i	-8	-4
CC(=O)c1cccc(-n2nnnc2SCC(=O)NNC(=O)C(C)C)c1	1	2	i	-2	3	0	i	-8	-5
COc1ccc(-c2cnnc(N/N=C/c3ccc(O)c(OC)c3)n2)cc1	-16	11	i	5	-5	-4	i	-10	7
CCOc1ccc2c(c1)cc(CN(C(=O)CC)C1CCCCC1)c1nnnn12	-2	0	i	-4	4	3	i	23	-1
CC(Sc1nnc(-c2ccco2)n1C)C(=O)N(C)C1CCCCC1 (stereo unspecified)	-3	-9	i	0	3	1	i	-3	2
COc1ccc(N2CCN(C(=O)c3cccc(NC(=O)c4ccco4)c3)CC2)cc1	-3	-3	i	3	2	1	i	-2	-7
NC(=O)C1CCN(C(=O)c2cc(Cl)c3c(c2)OCCO3)CC1	0	-5	i	0	-2	2	i	-9	-4
O=C(CNC(=O)c1cccs1)Nc1cccc(S(=O)(=O)N2CCOCC2)c1	-5	1	i	1	-7	-4	i	-1	-8
Cc1ccc(-n2ncc3c(=O)n(-c4cccc(C)c4)c(=O)[nH]c32)cc1	-4	0	i	2	4	2	i	-8	-2
CCCC[n+]1ccn(C2=C([O-])c3ccccc3C(=O)/C2=N\S(=O)(=O)c2ccccc2)c1	-2	4	i	-2	20	-9	i	-5	1
CCOC(=O)C1=C(N2CCCCC2)c2cc3c(n2C1=O)CCCC3	-2	8	i	5	-8	-3	i	-1	2
O=C(O)/C=C/c1ccc(S(=O)(=O)Nc2ccc(OCc3ccccc3)cc2)cc1	-3	-8	i	-1	-7	-5	i	25	-9
CCN1CCN(CC(O)COc2ccc(C)c(C)c2)CC1 (stereo unspecified)	-3&2	-2&-1	i	0&7	13&7	2&2	i	-7&-8	0&4
CC1(C)C([N+](=O)[O-])C(c2ccccc2O)NC(c2ccccc2O)C1[N+](=O)[O-] (stereo unspecified)	1	21	i	1	-10	4	i	21	-1
CCC(CC(C)(C)O)C(=O)NNC(=S)Nc1ccccc1 (stereo unspecified)	0	-8	i	2	2	-2	i	-4	2
CCC(C(=O)Nc1cccc(C(=O)O)c1C)c1ccccc1 (stereo unspecified)	-7	16	i	1	1	-1	i	-8	1
CC(C)Oc1ccc(C2c3c(oc4ccccc4c3=O)C(=O)N2CCCN2CCOCC2)cc1 (stereo unspecified)	2	-1	i	1	8	2	i	13	10
CC(C)CC(c1nnnn1Cc1ccc(F)cc1)N1CCC(C(N)=O)CC1 (stereo unspecified)	-10	-7	i	1	14	2	i	-1	2
CNCCCOc1ccc(C)cc1Br	-2	-1	i	-3	11	-2	i	-7	3
O=C(Cc1cccc(NC(=O)C2CCCN(C(=O)C3CC3)C2)c1)Nc1cccc(C(=O)N2CCCCC2)c1 (stereo unspecified)	2	8	i	2	-24	-2	i	-10	3

13 structures out of the list, arranged by molecular weight, ascending:
SMILES	CSN deneddyl inh	MLLE-PAM2 inh	Rpn11 block	MT1-MMP act inh	SKN-1 block	Rin1 Abl inh	Neddyl block	FAS TE block	NadD inh
CNCCCOc1ccc(C)cc1Br	-2	-1	i	-3	11	-2	i	-7	3
CCC(C(=O)Nc1cccc(C(=O)O)c1C)c1ccccc1 (stereo unspecified)	-7	16	i	1	1	-1	i	-8	1
CCC(CC(C)(C)O)C(=O)NNC(=S)Nc1ccccc1 (stereo unspecified)	0	-8	i	2	2	-2	i	-4	2
NC(=O)C1CCN(C(=O)c2cc(Cl)c3c(c2)OCCO3)CC1	0	-5	i	0	-2	2	i	-9	-4
CCOC(=O)C1=C(N2CCCCC2)c2cc3c(n2C1=O)CCCC3	-2	8	i	5	-8	-3	i	-1	2
Cc1ccc(-n2ncc3c(=O)n(-c4cccc(C)c4)c(=O)[nH]c32)cc1	-4	0	i	2	4	2	i	-8	-2
CC(C)CC(c1nnnn1Cc1ccc(F)cc1)N1CCC(C(N)=O)CC1 (stereo unspecified)	-10	-7	i	1	14	2	i	-1	2
CC1(C)C([N+](=O)[O-])C(c2ccccc2O)NC(c2ccccc2O)C1[N+](=O)[O-] (stereo unspecified)	1	21	i	1	-10	4	i	21	-1
COc1ccc(N2CCN(C(=O)c3cccc(NC(=O)c4ccco4)c3)CC2)cc1	-3	-3	i	3	2	1	i	-2	-7
O=C(O)/C=C/c1ccc(S(=O)(=O)Nc2ccc(OCc3ccccc3)cc2)cc1	-3	-8	i	-1	-7	-5	i	25	-9
CCCC[n+]1ccn(C2=C([O-])c3ccccc3C(=O)/C2=N\S(=O)(=O)c2ccccc2)c1	-2	4	i	-2	20	-9	i	-5	1
CC(C)Oc1ccc(C2c3c(oc4ccccc4c3=O)C(=O)N2CCCN2CCOCC2)cc1 (stereo unspecified)	2	-1	i	1	8	2	i	13	10
O=C(Cc1cccc(NC(=O)C2CCCN(C(=O)C3CC3)C2)c1)Nc1cccc(C(=O)N2CCCCC2)c1 (stereo unspecified)	2	8	i	2	-24	-2	i	-10	3

From PubChem
